OX1R antag-1 – human HCRTR1 antagonism; O43613; CHO/OX1R cells, Fluo-8 calcium fluorescence, orexin A; inhibition, % at 5 µM; actives 0.43% (n = 330,000); AID 434989;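 active = inhibition above its plate's threshold, mean inhibition of all tested compounds on the plate plus 3 SD, cut at about 37% in these data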;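 note: 0% = orexin A challenge wells and 100% = SB-334867-A antagonist wells; not every result past the cut was called active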
Target sequence (O43613 whole entry, looked up): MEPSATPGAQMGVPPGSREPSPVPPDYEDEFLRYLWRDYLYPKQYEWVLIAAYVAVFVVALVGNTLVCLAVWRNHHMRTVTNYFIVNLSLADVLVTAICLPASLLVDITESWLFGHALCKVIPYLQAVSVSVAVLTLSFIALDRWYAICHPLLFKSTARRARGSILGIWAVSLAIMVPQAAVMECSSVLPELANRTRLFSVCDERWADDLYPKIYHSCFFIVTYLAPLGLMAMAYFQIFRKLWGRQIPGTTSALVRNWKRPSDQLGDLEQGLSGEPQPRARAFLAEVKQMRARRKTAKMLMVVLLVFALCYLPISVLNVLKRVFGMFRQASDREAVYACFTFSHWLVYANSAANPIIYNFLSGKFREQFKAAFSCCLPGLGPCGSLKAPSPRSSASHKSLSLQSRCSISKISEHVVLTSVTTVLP
OX1R antag-2 – antagonists of human orexin 1 receptor (OX1R); O43613; OX1R-expressing cells, FRET antagonist read-out; inhibition, % at 6.6 µM; actives 1.8% (n = 330,000); AID 485270; in the data active = inhibition mostly above about 38%, no sharp cut-off; inactive = mostly below about 40%;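 note: 0% = agonist challenge alone and 100% = reference antagonist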
CHT allo act – human CHT allosteric activation | actives 0.49% (n = 310,000) | B-score at 10 µM | CHT-expressing cells, membrane potential dye, choline EC20; active compounds read high; LV-AA mutant CHT in HEK293 cells | Q9GZV3 | AID 488977;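 active = initial fluorescence not abnormally high and integrated response B-score, plate-corrected, over 3 SD above library mean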
Target sequence (Q9GZV3 whole entry, looked up): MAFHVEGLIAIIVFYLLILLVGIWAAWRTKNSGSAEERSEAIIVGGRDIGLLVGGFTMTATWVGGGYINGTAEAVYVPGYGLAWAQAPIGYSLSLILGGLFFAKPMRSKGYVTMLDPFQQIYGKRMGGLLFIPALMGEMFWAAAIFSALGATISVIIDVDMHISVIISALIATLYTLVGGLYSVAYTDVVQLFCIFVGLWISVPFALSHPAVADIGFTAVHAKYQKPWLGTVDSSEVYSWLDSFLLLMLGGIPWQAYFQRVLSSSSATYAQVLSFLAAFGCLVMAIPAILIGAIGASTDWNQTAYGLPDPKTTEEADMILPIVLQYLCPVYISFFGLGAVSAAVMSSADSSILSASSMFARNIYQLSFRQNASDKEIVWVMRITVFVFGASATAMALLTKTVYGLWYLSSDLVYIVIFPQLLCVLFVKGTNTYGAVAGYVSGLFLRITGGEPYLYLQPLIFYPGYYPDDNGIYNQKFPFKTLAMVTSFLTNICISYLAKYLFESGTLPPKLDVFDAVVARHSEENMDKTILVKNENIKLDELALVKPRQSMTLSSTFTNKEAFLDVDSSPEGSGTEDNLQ
An asterisk follows results filed as active; i = inactive; nt = not tested or not shown. Hits appear at their usual frequency; any-hit rate near 2.5%.

The opening 6 entries (preview)
Molecule	OX1R antag-1	OX1R antag-2	CHT allo act
O=C(Nc1ccccc1)C1CCCN(C(=O)c2ccc(Cl)cc2)C1 (centres undefined)	-10	6	i
CC1CCN(C(=O)Cn2c(=O)n(-c3ccc(F)cc3)c(=O)c3sccc32)CC1	-19	4	i
Cc1c(C(=O)Nc2cccc([N+](=O)[O-])c2)cnn1-c1ccccc1	-20	16	i
S=C(Nc1ccccc1)N1CCCCCC1	-16	7	i
CN(CCO)S(=O)(=O)c1ccc2c(c1)C(=NNC(N)=O)c1cc(S(=O)(=O)N(C)CCO)ccc1-2	8	20	8.2*
COC(=O)c1ccc(C)c(NC(=O)c2c(-c3ccccc3)noc2C)c1	10	38*	i

The list itself, previewed entries included:
Molecule	OX1R antag-1	OX1R antag-2	CHT allo act
O=C(Nc1ccccc1)C1CCCN(C(=O)c2ccc(Cl)cc2)C1 (centres undefined)	-10	6	i
CC1CCN(C(=O)Cn2c(=O)n(-c3ccc(F)cc3)c(=O)c3sccc32)CC1	-19	4	i
Cc1c(C(=O)Nc2cccc([N+](=O)[O-])c2)cnn1-c1ccccc1	-20	16	i
S=C(Nc1ccccc1)N1CCCCCC1	-16	7	i
CN(CCO)S(=O)(=O)c1ccc2c(c1)C(=NNC(N)=O)c1cc(S(=O)(=O)N(C)CCO)ccc1-2	8	20	8.2*
COC(=O)c1ccc(C)c(NC(=O)c2c(-c3ccccc3)noc2C)c1	10	38*	i
C/C(C=O)=C/c1ccccc1	-2	-4	nt
COc1cc2c(cc1NC(=O)COc1ccc3ccccc3c1)oc1ccccc12	1	16	i
COc1ccc(NC(=O)c2cc(C3CC3)on2)c(OC)c1	-30	23	i
c1coc(CNc2nc3sc4c(c3c3ncnn23)CCCC4)c1	-12	34	i
COc1ccc(N2CCN(C(=O)c3ccc(Cl)c(S(=O)(=O)N4CCCC4)c3)CC2)cc1	-19	9	i
CCn1c(SCC(=O)NCC2CCCO2)nc2ccccc21 (centres undefined)	-6	7	nt
CC(C)(C)c1ccc(C(=O)Nc2ccccc2Cl)cc1	-23	7	i
CC(C)(CCl)C(=O)Nc1ccc(OC(F)(F)F)cc1	-24	13	i
CCCn1c(=N)n(CC(=O)c2ccc(OCC(=O)OC)cc2)c2ccccc21	-27	12	i
Cc1nonc1OC(C)CNc1ccc([N+](=O)[O-])cc1 (centres undefined)	-3	34	i
CCCc1cc2c(cc1NC(=O)c1ccc(Br)cc1)OCO2	-11	38	i
Cc1ccc(-n2nc3c(Cl)nnc(C)c3c2C)cc1	-7	6	i
OC(COCC1CC=CCC1)Cn1cnc2ccccc21 (centres undefined)	-3	13	i
CC(=O)c1cccc(NC(=S)NCc2ccccc2)c1	-1	12	i
CC#CCN1c2ccccc2[C@]23C[C@@H](C(=O)OC)N(C(=O)OCC)C2=NC(C(=O)OC)=C(C(=O)OC)[C@H]13	2	17	i
O=C(CSc1ncccn1)Nc1ccccc1	3	6	i
COc1cccc(Cn2nnc(C(=O)NCc3ccccc3Cl)c2N)c1	-1	10	i
S=c1[nH]nc(CCc2ccccc2)n1-c1ccc(Cl)cc1	-6	8	i
O=C(Cc1cccs1)N1CCN(C(=O)C2CCCO2)CC1 (centres undefined)	7	5	i
CCN(CC)S(=O)(=O)c1cccc(C(=O)N/N=C/c2ccccc2OCC(=O)O)c1	3	33	i
CC(=O)c1c(Nc2ccccc2)sc(C(=O)c2ccccc2)c1C	-22	27	i
CC(C)CC(=O)Nc1nnc(S(=O)(=O)N(C)Cc2ccco2)s1	-15	13	i
C=CCN1C(=O)C(=O)N(Cc2nc3ccccc3s2)C1=O	-5	13	i
Cc1onc(-c2ccccc2)c1C(=O)Nc1nnc(C(C)C)s1	-19	8	i
CCn1cc(C(=O)N2CCCC2)c(=O)c2cc(S(=O)(=O)N3CC(C)CC(C)C3)ccc21 (centres undefined)	-16	2	i
CCN(CC(=O)NCc1ccc(F)cc1)CC(=O)Nc1ccc(S(=O)(=O)N2CCCC2)cc1	-29	11	i
O=c1c(Cc2ccc(Cl)cc2Cl)c(O)ccn1Cc1ccncc1	-9	15	i
Cc1cc(C)n(CC(=O)N/N=C/c2cc(Br)cc([N+](=O)[O-])c2O)n1	-3	28	i
O=C(CCSc1ccccc1)Nc1ccc(OCc2ccccc2)cc1	-6	16	i
Cc1ccc2c(c1)NCC(C(=O)NC1CCCCC1)O2 (centres undefined)	-7	8	i
CCCCCCCN=CC1=C(O)CC(c2ccccc2)CC1=O (centres undefined)	-15	0	i
O=C(CNS(=O)(=O)c1ccc(F)c(Cl)c1)NCCc1ccccc1	-25	8	i
CC1(C(=O)Nc2cccc(S(=O)(=O)N3CCOCC3)c2)Cc2ccccc2C(=O)O1 (centres undefined)	-25	9	i
C[C@@H]1CN(C(=O)c2nc3ccc(Cl)cn3c2CN(C)CCc2cnn(C)c2)C[C@H](C)O1	-18	3	i
COc1ccc(OC)c(C(c2c(C)[nH][nH]c2=O)c2c(C)[nH][nH]c2=O)c1	7	-5	i
CCCCNc1ccc2nsnc2c1[N+](=O)[O-]	-10	120*	i
CCCNC(=O)c1ccc(C2SCC(=O)N2CCc2ccccc2)cc1 (centres undefined)	-15	13	i
COc1ccc2nc(C)cc(SCC(=O)N3CCCCC3)c2c1	-11	21	i
CC(C)N1CCc2c(sc(NC(=O)c3ccc([N+](=O)[O-])o3)c2C(N)=O)C1	-9	93*	i
O=C(/C=C/c1ccccc1)NC(=S)NNS(=O)(=O)c1ccccc1	6	16	i
CC1(c2ccc(OC(F)F)cc2)NC(=O)N(CC(=O)Nc2ccccc2)C1=O (centres undefined)	52*	1	i
COc1ccc(CCN=C(N)NS(=O)(=O)c2ccc(F)cc2)cc1OC	2	26	i
CC1(C)CC(=O)C2=C(C1)Nc1ccccc1NC2c1cccnc1 (centres undefined)	-27	20	i
CCCc1ccc(NC(=O)C2CCCN(c3cnccn3)C2)cc1 (centres undefined)	-18	14	i

New compounds follow:
Molecule	OX1R antag-1	OX1R antag-2	CHT allo act
O=c1nc2ccc(Cl)cn2c2ccc(S(=O)(=O)N3CCCCC3)cc12	-13	-3	i
O=C(CSc1nnc(COc2ccc(Cl)cc2)o1)N1CCCCC1	-31	10	i
CCCn1c(NCc2cccc(OC)c2O)nc2ccccc21	-37	17	i
Fc1ccc(NC2=NCCCCC2)cc1	-8	19	i
CC(CC(=O)Nc1ccc2c(c1)OCO2)c1ccccc1 (centres undefined)	-10	9	i
Cc1c(NC(=O)c2cnn3c2NC(c2ccco2)CC3C(F)(F)F)c(=O)n(-c2ccccc2)n1C (centres undefined)	-6	26	i
COc1ccc(C(CNC(=O)c2cc(SC)ccc2Cl)N(C)C)cc1 (centres undefined)	-47	11	i
O=C(CCNS(=O)(=O)c1ccc(Cl)cc1)N1CCN(c2ccccn2)CC1	-8	13	i
Cc1ccccc1/[N+]([O-])=C/c1ccncc1	6	23	i
COCCNc1nc(-c2cc(-c3ccccc3)on2)cc(C(C)C)n1	-59	15	i
CCC(O)CC(C(=O)NNc1ccccc1)C(=O)NNc1ccccc1 (centres undefined)	-16	6	i
COc1ccc(CN2CCN(Cc3nc4ccccc4s3)CC2CCO)c(C)c1C (centres undefined)	-19	6	i
Cc1cccc(NC(=O)c2ccc3nc(N4CCOCC4)sc3c2)c1C	-24	16	i
COc1ccc(NS(=O)(=O)c2ccc3[nH]c(=O)[nH]c3c2)cc1	-5	5	i
C=C(C)C1CC=C(CN2CCN(Cc3ccccc3)CC2)CC1 (centres undefined)	-28	2	i
CN(c1ccccc1)S(=O)(=O)c1cccc(C(=O)NC2CC(C)(C)NC(C)(C)C2)c1	-17	-1	nt
O=C(CN1C(=O)c2ccccc2S1(=O)=O)Nc1ccccn1	-16	14	i
CN(C)CCn1c2c(c(SCC(=O)Nc3cccc4ccccc34)nc1=O)CCC2	-19	-4	i
COc1ccc(C2CC(c3cc(Br)ccc3F)n3nnnc3N2)cc1 (centres undefined)	-16	13	i
O=C(Nc1nsc(-c2ccccc2)n1)c1ccc(F)cc1	-13	11	i
CCNC(=O)CSc1nnc(-c2cccc(S(=O)(=O)N(CC)CC)c2)n1CCc1ccccc1	-10	10	i
Cc1ccc(S(=O)(=O)N(C)CC(=O)O/N=C(\N)c2cccc([N+](=O)[O-])c2)cc1	-25	19	i
CC(C)C1N(c2ccccc2)C(N)=C(C#N)C1(C#N)C#N (centres undefined)	-12	22	i
O=C(c1cccc(S(=O)(=O)N2CCN(c3ccc(F)cc3)CC2)c1)N1CCCCCCC1	-27	24	i
CCOC(=O)N1CCN(C(=O)c2oc3ccc(S(=O)(=O)N4CCCCC4)cc3c2C)CC1	-20	-1	i
CCN(C(=O)CSc1nccn1C)c1cccc2ccccc12	-22	6	nt
Cc1[nH]c2ccccc2c1/C=N/NC(=O)CNC(=O)c1ccco1	-15	3	i
C[C@]12c3[nH]c4ccc(Cl)cc4c3CCN1C(=O)[C@@H](CC(=O)NCc1cccc(C(F)(F)F)c1)C[C@@H]2C(=O)N1CCOCC1	10	3	nt
CC(C(=O)Nc1ccccc1Sc1ccccc1)N(c1ccccc1)S(C)(=O)=O (centres undefined)	-31	17	i
COc1ccc(C2CC(=O)Oc3c(C(CCN4CCCC(C)C4)c4ccc(N(C)C)cc4)c(OC)cc(OC)c32)cc1 (centres undefined)	-38	45	i
Cc1ccc(C(=O)Nc2ccccc2N2CCN(C(=O)C(C)C)CC2)cc1C	-35	15	i
C#CCN(C)CCCOc1ccc(Cl)cc1Cl	2	11	i
CCCOC(=O)/C=C/c1c(C)[nH]c(=O)[nH]c1=O	-13	7	i
O=C(c1ccco1)N1CCN(c2c(-c3ccccc3)c3cc(Cl)ccc3[nH]c2=O)CC1	-10	1	i
CC(C)CC(=O)NC(=S)Nc1ccc(CN2CCOCC2)cc1	-15	6	i
COc1cc(CO)ccc1OCC(=O)Nc1cccc2ccccc12	-6	33	i
O=C(c1ccc2ccccc2n1)N1CCN(c2ccccc2O)CC1	-11	2	i
CSc1cccc(NC(=O)Cn2cccc2)c1	-8	10	i
CCCCOC(=O)c1ccc(NC(=O)COC(=O)C2CSC3(C)CCC(=O)N23)cc1 (centres undefined)	-19	10	i
COc1ccc(N2CCN(C(=O)COC(=O)c3oc4ccc(OC)cc4c3C)CC2)cc1	-7	9	i
Cc1nn(CC(=O)N2CCN(c3cccc(C(F)(F)F)c3)CC2)c(=O)c2cccn12	-32	8	i
Cc1c(NC(=O)c2n[nH]c(=O)c3ccccc23)c(=O)n(-c2ccccc2)n1C	-10	2	i
CCN(CC)c1ccc(/C=N/NC(=O)c2ccoc2C)cc1	-10	40	i
CN(C(=O)COC(=O)c1cc(S(=O)(=O)N(C)C)ccc1Cl)C1CCS(=O)(=O)C1 (centres undefined)	-15	-3	i
O=C(Cc1cccs1)N/N=C/c1ccc(OCc2ccccc2)cc1	-8	2	i
CCNC(=S)N(Cc1ccc(OC)cc1)C1CC(=O)N(c2ccc(OCC)cc2)C1=O (centres undefined)	-11	29	i
O=Cc1ccccc1OCc1nnsc1Cl	-11	6	i
Fc1ccc(Oc2cc(N3CCOCC3)nc(-c3ccccc3)n2)c(F)c1	-18	7	i
CC(NC(=O)c1cc2c(=O)n(C)c3ccccc3c2n1C)c1ccc2c(c1)OCCO2 (centres undefined)	-25	3	i
NC(=O)c1coc(-c2ccccc2)n1	-3	8	i

One compound at a time, from the list above. Screens in order: OX1R antag-1 | OX1R antag-2 | CHT allo act
CCCOC(=O)/C=C/c1c(C)[nH]c(=O)[nH]c1=O is listed with -13 | 7 | i
NC(=O)c1coc(-c2ccccc2)n1 is listed with -3 | 8 | i

More entries follow:
Molecule	OX1R antag-1	OX1R antag-2	CHT allo act
Cc1sc2ncn(CC(=O)NCc3ccco3)c(=O)c2c1-c1ccccc1	-24	4	i
O=C(N/N=C/c1cccnc1)c1cc(-c2ccccc2OCc2ccccc2)n[nH]1	-4	11	i
COCCOC(=O)C1=C(C)OC(N)=C(C#N)C1c1ccco1 (centres undefined)	-2	20	i
CCCCNC(=O)c1cc2cccc([N+](=O)[O-])c2[nH]1	-14	17	i
COc1cc(/C=C/C(=O)Nc2ccncc2)cc(OC)c1OC	-2	24	i
Cc1ccc(CNC(=O)C2CCC(=O)N2CCc2ccccc2)cc1 (centres undefined)	-11	2	i
Cc1cccc(Nc2nc(N)nc(CN3CCN(Cc4ccc5c(c4)OCO5)CC3)n2)c1	-23	9	i
O=C(Oc1nsnc1N1CCCCC1)N1CCOCC1	-9	12	i
Cc1noc(C)c1CSc1nc2ccccc2n1C	-9	2	i
CCCc1[nH]nc2c1C(CCc1ccccc1)C(C#N)=C(N)O2 (centres undefined)	-15	5	i
CN1CCN(c2ccccc2NC(=O)Cn2ncc3c([nH]c4ccccc43)c2=O)CC1	-21	9	i
Cn1cc(Cl)c(/C=C(\C#N)S(=O)(=O)c2ccccc2)n1	-2	22	i
COc1ccc(/C(O)=C2/C(=O)C(=O)N(CCCC(=O)O)C2c2ccc(OC)c(OC)c2)cc1 (centres undefined)	-8	13	i
Cc1cc(OCC(=O)NCCCN2CCOCC2)c2c(C)cc(=O)oc2c1	-18	7	6.5*
